# Screening results deposited in PubChem BioAssay by several laboratories.
# Rv3671c protease – Rv3671c serine protease inhibitors, primary screen, biochemical, fluorescence polarization, M. tuberculosis H37Rv. inhibition, % at 5.96 µM. 0.048% of 320,000 active; in the data active means inhibition above about 38%;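 further: extracellular domain of Rv3671c used as enzyme; 0% = enzyme with DMSO and 100% = no enzyme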
# BoNT F protease – BoNT/F light chain protease inhibitors, primary screen, biochemical, flow cytometry, MLPCN library; Botulinum neurotoxin type F light chain protease (Clostridium botulinum); Multiplex microsphere protease cleavage assay; inhibition, % at 10 µM; 0.22% of 360,000 active; AID 588497, 2011; in the data active means inhibition above about 35%, passing the limit was not always enough; inconclusive means no clear call, values can overlap the other calls; further: plate controls were buffer without enzyme for full effect and enzyme alone for no effect
# FadD28 FP inh – inhibitors of FadD28 bisubstrate probe binding, primary screen, biochemical, fluorescence polarization, single point; Mycobacterium tuberculosis FadD28 fatty-acid-AMP ligase; inhibition, % at 12.5 µM; 0.22% of 360,000 active; in the data active means inhibition above about 8.5%, passing the limit was not always enough; inconclusive means no clear call, values can overlap the other calls
# PrPC surface inh – inhibitors of human cell surface prion protein PrPC, primary screen, cell-based, TR-FRET | 0.43% of 370,000 active | TR-FRET read-out | inhibition, % at 13.8 µM | Major prion protein (Homo sapiens), P04156; in the data active means inhibition above about 24%; further: 0% = median of the test wells and 100% = reference compound wells
# FBA Mtb inh – Mtb FBA enzyme inhibitors, primary screen, biochemical, fluorescence, strain H37Rv; Fructose-bisphosphate aldolase (Mycobacterium tuberculosis (strain ATCC 25618 / H37Rv)), …; purified M. tuberculosis FBA, fluorescence read-out; inhibition, % at 1 µM; 2.3% of 360,000 active; AID 588726, 2011; in the data active means inhibition above about 27%;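 further: 0% = vehicle and 100% = reference inhibitor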
# Target sequence (P9WQA3 whole entry, looked up): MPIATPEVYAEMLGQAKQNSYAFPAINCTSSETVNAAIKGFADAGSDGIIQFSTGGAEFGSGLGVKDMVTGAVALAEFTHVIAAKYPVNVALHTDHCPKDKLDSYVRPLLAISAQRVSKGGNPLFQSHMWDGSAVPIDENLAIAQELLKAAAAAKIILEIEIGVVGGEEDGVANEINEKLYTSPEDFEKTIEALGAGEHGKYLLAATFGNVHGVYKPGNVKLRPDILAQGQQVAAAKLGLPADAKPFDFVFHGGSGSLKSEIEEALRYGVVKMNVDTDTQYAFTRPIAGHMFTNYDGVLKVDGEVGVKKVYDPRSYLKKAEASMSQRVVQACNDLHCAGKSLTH
# UGM FP inh – M. tuberculosis UGM enzyme inhibitors, primary screen, biochemical, fluorescence polarization, single point; UDP-galactopyranose mutase (Mycobacterium tuberculosis (strain ATCC 25618 / H37Rv)), …; purified UGM, fluorescence polarization probe displacement; inhibition, % at 10 µM; 0.06% of 320,000 active; in the data active means inhibition above about 10%, passing the limit was not always enough; inconclusive means no clear call, values can overlap the other calls
# Target sequence (P9WIQ1 whole entry, looked up): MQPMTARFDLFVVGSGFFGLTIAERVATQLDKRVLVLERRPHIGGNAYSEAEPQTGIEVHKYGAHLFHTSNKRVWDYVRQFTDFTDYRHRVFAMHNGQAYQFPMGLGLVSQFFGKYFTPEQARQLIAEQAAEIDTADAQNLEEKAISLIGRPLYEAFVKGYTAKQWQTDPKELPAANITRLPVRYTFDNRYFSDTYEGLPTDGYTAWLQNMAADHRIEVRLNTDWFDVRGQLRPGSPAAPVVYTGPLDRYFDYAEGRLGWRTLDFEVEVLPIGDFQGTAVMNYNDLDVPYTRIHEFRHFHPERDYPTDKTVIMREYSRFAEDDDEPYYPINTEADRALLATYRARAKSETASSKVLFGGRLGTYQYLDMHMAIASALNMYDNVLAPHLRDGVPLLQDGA
# MazF activator – activators of E. coli MazEF toxin-antitoxin RNase, primary screen, biochemical, fluorescence, uHTS. Endoribonuclease toxin MazF (Escherichia coli (strain K12)), P0AE70. FAM/BHQ RNA-DNA oligo cleavage fluorescence, 5 h. activation, % at 20 µM. 0.32% of 350,000 active. AID 504720, 2011; in the data active means activation above about 50%
# Target sequence (P0AE70 whole entry, looked up): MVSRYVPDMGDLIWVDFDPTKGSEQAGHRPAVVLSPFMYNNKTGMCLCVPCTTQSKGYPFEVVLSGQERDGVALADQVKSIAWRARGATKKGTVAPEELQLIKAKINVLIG
# GDH-TPI inh – GDH-TPI coupling enzyme inhibitors, primary screen, artefact control for M. tuberculosis FBA inhibitor project, biochemical, absorbance, full deck; 1.2% of 360,000 active; inhibition, % at 4.8 µM; AID 588335, 2011; GDH-TPI coupled enzyme counterscreen, NADH absorbance; in the data active means inhibition above about 30%;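 further: 0% = DMSO wells and 100% = wells lacking the enzyme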
# BioA inh – M. tuberculosis BioA enzyme inhibitors, primary screen, biochemical, plate reader, single point, HTS; purified M. tuberculosis BioA enzyme; inhibition, % at 9.99 µM; 0.096% of 360,000 active; AID 602481, 2012; in the data active means inhibition above about 40%; inconclusive means no clear call, values can overlap the other calls
# The depositor's hits bear a star; ? = inconclusive; / = not tested or not shown; + = active, no number.
SMILES,Rv3671c protease,BoNT F protease,FadD28 FP inh,PrPC surface inh,FBA Mtb inh,UGM FP inh,MazF activator,GDH-TPI inh,BioA inh
Cc1c(C(=O)NCc2ccc(C(F)(F)F)cc2)sc(=O)n1Cc1cccc(F)c1,/,-3.0,-12.4,5.8,-0.9,/,/,5.3,3.4
O=C(CCc1ccccc1)Nc1ccc(S(=O)(=O)NC2=NCCCCC2)cc1,0.8,/,-1.2,6.9,1.1,-0.8,5.6,1.3,-0.8
Cc1ccc(NC(=O)NCc2cccn2C)cc1C,3.3,-0.1,0.3,3.3,-0.3,0.4,12.8,7.0,-0.7
Nc1nc(SCC(=O)Nc2cc(-c3ccccc3)nn2-c2ccccc2)n[nH]1,-8.2,40.1*,0.0,5.2,5.8,1.6,0.0,5.0,0.0
CC(C)c1ccc(-c2cc(C(=O)N3CCOCC3)c3cc(Br)ccc3n2)cc1,0.7,-18.2,0.5,13.1,1.4,1.4,3.5,0.7,-2.2
CC(=O)NC1=C(NC2CCS(=O)(=O)C2)C(=O)c2ccccc2C1=O (stereo unspecified),-21.8,-5.4,-3.3,-51.1,-10.1,-0.9,0.9,6.7,-1.7
Cc1ccc(C(=O)NCCNC(=O)c2ccco2)cn1,-2.0,-4.6,0.9,-5.0,-1.8,0.1,8.3,-1.6,-3.7
O=C(O)C1(P(=O)(c2ccccc2)c2ccccc2)CCCC1,-6.5,0.2,-4.1,-1.1,3.1,1.1,7.8,11.7,0.0
C/C(=N\NC(=O)c1nnn(-c2nonc2N)c1CN1CCc2ccccc21)c1ccccc1O,14.2,-3.7,-2.1,-4.6,2.3,2.7,-1.6,-2.6,0.7
O=C(Nc1cc(C(F)(F)F)ccc1N1CCOCC1)C1CC1,-7.2,0.8,/,-7.4,0.4,-0.5,1.8,4.2,2.5
COc1ccc(-c2ccc(=O)n(CC(=O)NC3CCc4ccccc43)n2)cc1OC (stereo unspecified),-0.1,-10.4,-4.9,-11.5,-0.6,-1.7,5.2,-2.2,/
COc1ccc(-c2ccccc2)cc1NCc1ccccc1C,10.7,-4.0,2.4,5.2,10.7,-1.5,-8.5,-4.7,-2.1
O=C(c1ccc(OC2CCN(CCc3ccccc3)CC2)cc1)N1CCCCC1CCCO (stereo unspecified),0.1,3.7,-1.5,-5.3,0.8,-1.4,1.2,-3.9,0.3
Cc1ccc(C(=O)Cn2cc([N+](=O)[O-])nc2C)cc1,2.4,7.0,1.8,-10.8,4.9,2.0,5.8,7.8,/
O=S(=O)(N1CCCCCC1)N1CCN(S(=O)(=O)N2CCOCC2)CC1,-3.1,-1.9,-0.2,5.8,1.1,-3.4,-4.4,-1.9,-1.2
COC(=O)Cn1c(CN(Cc2ccccc2)Cc2ccccc2)nc2c1c(=O)[nH]c(=O)n2C,-4.0,-8.7,-2.3,-2.8,1.4,0.9,-5.5,10.4,4.4
COCCNCc1ccc(C(C)C)cc1,-16.3,-0.7,-3.3,-0.6,-3.6,2.4,3.7,9.3,/
CCCCC(=O)N(C)c1c(CC)nc2c(OCCOC)cccn12,/,2.3,-2.4,-4.4,1.8,/,/,-5.6,1.4
Cn1c(=O)c2[nH]c(-c3ccc(S(=O)(=O)O)cc3)nc2n(C)c1=O,-4.0,-3.9,-0.7,-1.9,/,-1.9,-11.9,42.0*,2.7
O=C(c1cccn2c(=O)c3ccccc3nc12)N1CCC2(CC1)OCCO2,-2.8,-0.6,0.1,-14.8,20.1,-0.2,-2.7,6.8,/
S=c1[nH]nc(C2CCCCC2)n1/N=C/c1ccc(Cl)cc1,2.7,-6.3,0.7,-5.0,0.8,-2.0,-11.3,4.6,1.7
Cn1ncc(S(=O)(=O)Cc2ccccc2)c(Cl)c1=O,6.6,?,-4.4,-10.9,-0.1,0.7,7.6,-0.7,-1.4
CC1CCCN(C(=O)CSc2nnc(-c3ccc(S(=O)(=O)N4CCOCC4)cc3)n2C)C1 (stereo unspecified),6.3,-6.4,-4.1,3.0,15.9,0.5,1.4,3.2,0.1
Cc1cc(C)c2c(N)c(C(=O)NC3CC3)sc2n1,-2.2,-2.9,-0.9,-1.7,15.3,-1.9,2.2,9.9,/
CCC1(CC)NC(=O)N(CC(=O)OCC(=O)Nc2ccc(F)c(F)c2F)C1=O,-3.4,-0.3,-1.2,-0.3,4.2,-1.3,-0.2,0.0,/
CC1(OC(=O)c2cccs2)C(=O)C=C2C=C(C3CC3)OC=C2C1=O (stereo unspecified),-5.0,-8.6,4.1,-5.7,0.5,-0.2,-25.8,13.8,-2.2
C=CCNC(=S)N/N=C(\C)c1ccccn1,-2.8,-9.3,0.4,23.6,-4.8,-0.1,5.1,13.6,-0.2
CC1=NN(C(N)=S)C(=O)C1N=Nc1ccc(Br)cc1 (stereo unspecified),/,?,-0.7,11.0,-2.4,1.6,1.7,5.2,-0.3
CCn1c(=O)c(CCC(=O)NCC2CCCO2)c(C)c2c(C)nn(-c3ccc(C)cc3)c21 (stereo unspecified),-0.7,0.0,-1.3,5.6,5.9,-1.4,2.1,7.0,-0.8
CCN(CC)P(=O)(Nc1ccc([N+](=O)[O-])cc1)c1c(C)nn(CCC#N)c1NC(=O)c1ccc(Cl)cc1Cl (stereo unspecified),1.1,0.0,-4.6,-6.3,4.9,0.4,1.6,11.9,/
O=C(NCCCN1CCCC1=O)C1CCC(CNS(=O)(=O)c2ccc(Cl)cc2)CC1 (stereo unspecified),5.2,-3.2,-2.6,2.6,-1.6,-1.4,3.6,3.4,-1.8
O=C(N/N=C/C(Br)=C\c1ccccc1)c1cccs1,-5.5,/,0.4,-3.2,-0.1,5.4,-8.8,30.6*,0.0
N#Cc1c(N)n(-c2ccc(C(=O)O)cc2)c2nc3ccccc3nc12,-21.1,-1.0,-4.5,-17.8,+,0.5,-23.9,20.2,0.0
Cc1[nH]c2ccc(F)cc2c1CCN(Cc1ccncc1)C(=S)Nc1ccccc1,-1.9,-13.4,-2.0,-1.1,10.6,-1.3,4.8,-7.0,/
COc1ccc(-c2nnc(Sc3nc4ccccc4o3)c3ccccc23)cc1,-0.6,0.4,-4.0,-2.8,0.2,0.3,-4.0,12.3,/
COc1ccc(/C=N/NC(=O)c2cccnc2)cc1COc1ccc([N+](=O)[O-])c(C)c1,-45.0,?,-1.2,4.4,-0.9,2.9,4.8,13.3,3.9
COc1ccc(CCC(=O)NNC(=O)c2cc(Cl)ccc2OC)cc1OC,-6.3,-10.8,-0.3,-4.1,0.2,1.1,8.3,-2.2,/
CC(C)(O)/C=C/C[C@](C)(O)C1CC[C@]2(C)C1[C@H](O[C@H]1O[C@@H](CO)[C@H](O)[C@@H](O)[C@@H]1O)CC1[C@@]3(C)CC[C@H](O)C(C)(C)C3[C@@H](O)C[C@]12C (stereo partly specified),4.8,-1.4,-4.0,-4.1,-1.4,1.9,4.5,-4.3,-0.3
Cc1ccccc1OCC(=O)OCC(=O)Nc1ccc2c(c1)OCCO2,4.4,1.2,0.2,1.8,2.4,/,1.7,4.0,-1.2
COCCCNCCCOc1ccc(Cl)cc1Br,3.2,-2.8,-3.1,8.8,1.9,1.2,-10.9,5.5,-2.9

# Arranged by length of the SMILES (ascending): part of the list above
SMILES,Rv3671c protease,BoNT F protease,FadD28 FP inh,PrPC surface inh,FBA Mtb inh,UGM FP inh,MazF activator,GDH-TPI inh,BioA inh
Cc1cc(C)c2c(N)c(C(=O)NC3CC3)sc2n1,-2.2,-2.9,-0.9,-1.7,15.3,-1.9,2.2,9.9,/
O=C(O)C1(P(=O)(c2ccccc2)c2ccccc2)CCCC1,-6.5,0.2,-4.1,-1.1,3.1,1.1,7.8,11.7,0.0
COc1ccc(-c2nnc(Sc3nc4ccccc4o3)c3ccccc23)cc1,-0.6,0.4,-4.0,-2.8,0.2,0.3,-4.0,12.3,/
Cc1[nH]c2ccc(F)cc2c1CCN(Cc1ccncc1)C(=S)Nc1ccccc1,-1.9,-13.4,-2.0,-1.1,10.6,-1.3,4.8,-7.0,/
CC(C)c1ccc(-c2cc(C(=O)N3CCOCC3)c3cc(Br)ccc3n2)cc1,0.7,-18.2,0.5,13.1,1.4,1.4,3.5,0.7,-2.2
CC(C)(O)/C=C/C[C@](C)(O)C1CC[C@]2(C)C1[C@H](O[C@H]1O[C@@H](CO)[C@H](O)[C@@H](O)[C@@H]1O)CC1[C@@]3(C)CC[C@H](O)C(C)(C)C3[C@@H](O)C[C@]12C (stereo partly specified),4.8,-1.4,-4.0,-4.1,-1.4,1.9,4.5,-4.3,-0.3

# Next section.
SMILES,Rv3671c protease,BoNT F protease,FadD28 FP inh,PrPC surface inh,FBA Mtb inh,UGM FP inh,MazF activator,GDH-TPI inh,BioA inh
O=C(CCN1C(=O)NC2(CCCC2)C1=O)Nc1cccc(S(=O)(=O)N2CCOCC2)c1,-11.8,0.0,-4.5,-1.5,0.5,-0.2,9.8,-5.7,-1.1
Nc1nnc(CC(=O)N/N=C/c2ccc([N+](=O)[O-])cc2)s1,0.3,-5.7,-1.9,-12.8,-4.1,2.6,12.3,25.8,2.1
CC(C)c1ccc(NC2CCCN(C(=O)CCN3CCCCO3)C2)cc1 (stereo unspecified),2.6,-1.5,-0.3,-1.8,-0.1,2.7,5.9,-1.4,0.2
CCOC(=O)c1ccc(N2C(=O)CC(N3CCC(C#N)(c4ccccc4)CC3)C2=O)cc1 (stereo unspecified),-3.7,-8.0,-0.7,1.0,1.5,0.1,5.3,-1.2,-2.5
Cc1cccc(N2CN=c3s/c(=C\c4ccncc4)c(=O)n3C2)c1,/,-9.4,-1.4,-1.9,1.5,/,-1.1,7.3,-0.6
Cc1ccc(NS(=O)(=O)c2ccc(NC(=O)c3ccccc3C(=O)O)cc2)cc1C,-1.3,-3.8,-3.7,-8.2,2.2,2.6,-0.2,6.6,-1.2
COC(=O)c1c(C(=O)OC)c(-c2ccc(OC)cc2)n2c1CS(=O)(=O)C2,0.1,11.9,-0.5,-6.5,2.8,-3.2,8.7,-0.4,0.6
CN(C)C(CNC(=O)c1ccc(OCc2cn3ccccc3n2)cc1)c1ccco1 (stereo unspecified),9.1,-6.3,-1.6,3.7,10.5,1.3,3.0,8.2,4.6
CN(C(=O)CN1C(=O)C2C3CC(C(Br)C3Br)C2C1=O)C1CCCCC1 (stereo unspecified),0.8,-16.7,0.9,5.2,-0.4,-0.6,8.6,0.0,0.8
OCCNc1nc(Nc2ccccc2C(F)(F)F)nc(N2CCCC2)n1,0.1,-3.2,-0.2,4.4,2.6,3.6,3.0,3.5,0.6
O=C(O)CC(Cc1ccccc1)c1ccc2c(c1)OCO2 (stereo unspecified),-9.2,9.1,-1.8,2.5,-1.6,2.5,3.9,4.3,-0.5
CC(=O)Nc1ccccc1NC(=O)C(F)(F)F,5.3,-5.8,-1.0,-5.2,-0.2,-0.9,6.1,10.1,-0.8
Cc1ccc(C(=O)N2CCC2(C)C(=O)NC(C)C)cc1 (stereo unspecified),/,3.1,-1.8,-4.0,-0.2,/,/,4.5,-1.6
CCN(CC)CCN1CNC(=S)N(c2ccccc2OC)C1,7.1,/,-3.4,10.5,-1.6,1.5,7.6,2.3,-1.1
CCN(CC)S(=O)(=O)c1cccc(C(=O)N/N=C/c2ccccc2OCC(=O)O)c1,-1.6,-0.3,-6.7,4.2,0.0,-1.8,-4.9,1.2,1.3
CC(=O)C1=C(C)Nc2ncnn2C1c1ccc(Cl)cc1 (stereo unspecified),-9.1,4.1,-1.5,0.7,6.7,0.6,11.0,17.4,0.0
O=C(CN(Cc1ccco1)C(=O)c1ccccc1)Nc1ccc(Cl)c(Cl)c1,-6.7,21.6,-5.6,-5.6,-2.0,3.7,1.8,-3.1,-0.6
